Compound activity (PubChem)
UBC13 polyUb: UBC13 polyubiquitin chain formation inhibitors, primary screen, biochemical, TR-FRET, uHTS; 0.47% of 330,000 active; inhibition, % at 20 µM; in the data active = inhibition above about 45%, passing the limit was not always enough
Target sequence (P61088 whole entry, looked up): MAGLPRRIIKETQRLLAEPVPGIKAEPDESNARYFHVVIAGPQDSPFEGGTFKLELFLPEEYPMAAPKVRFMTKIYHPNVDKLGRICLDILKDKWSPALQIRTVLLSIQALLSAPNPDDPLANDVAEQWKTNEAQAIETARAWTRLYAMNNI
APJ ag: agonists of human apelin receptor APJ, primary screen, CHO-K1 cells, PathHunter beta-arrestin, luminescence; 0% DMSO wells, 100% apelin; activation, % at 20 µM; 0.11% of 330,000 active; AID 2520, 2010;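 active = activation more than six SD over the plate average, tested at 20 µM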;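 also: 0% = DMSO alone and 100% = apelin-13 at 10 nM; some results filed as inactive read as strong as hits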
Target sequence (P35414 whole entry, looked up): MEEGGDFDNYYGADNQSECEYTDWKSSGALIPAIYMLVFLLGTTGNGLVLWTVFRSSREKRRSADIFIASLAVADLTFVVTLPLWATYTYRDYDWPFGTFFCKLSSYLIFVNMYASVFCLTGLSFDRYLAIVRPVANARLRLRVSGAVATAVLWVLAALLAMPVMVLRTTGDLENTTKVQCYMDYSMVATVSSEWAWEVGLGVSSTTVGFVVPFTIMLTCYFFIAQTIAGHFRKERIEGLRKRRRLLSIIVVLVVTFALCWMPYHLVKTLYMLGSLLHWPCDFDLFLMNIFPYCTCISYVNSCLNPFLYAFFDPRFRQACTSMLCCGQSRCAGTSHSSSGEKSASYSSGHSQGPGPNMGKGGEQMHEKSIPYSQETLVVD
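Assay system – PathHunter CHO-K1 APJ (AGTRL-1) beta-arrestin reporter cells · Compound – one dose, 20 µM compound, 1% DMSO · Timing – compound 90 min 25 °C, reagent 1 h · Measured by – luminescence from split beta-galactosidase complementation, Galacton Star/Emerald II substrate · Measure – beta-arrestin recruitment to APJ as agonist activity, luminescent signal · Benchmarks – DMSO vs Apelin-13 10 nM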
CCR6 antag: CCR6 receptor antagonists, primary screen, cell-based, CHO-K1, luminescence, beta-arrestin, uHTS; C-C chemokine receptor type 6 (Homo sapiens), P51684; CHO-K1 CCR6 PathHunter beta-arrestin, CCL20-stimulated; inhibition, % at 20 µM; 0.49% of 340,000 active; AID 493098, 2011;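 active = compounds whose inhibition of the agonist-driven luminescence signal at 20 µM reaches about 50%, limit read from the data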;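 also: cells stimulated with CCL20 at 14 nM final; plate controls were DMSO with CCL20 for no effect and DMSO without agonist for full effect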
EBI2 block: EBI2 receptor antagonists, beta-arrestin recruitment, primary screen, cell-based, luminescence, 7a,25-OHC stimulation, uHTS; 7a,25-OHC stimulated; inhibition, % at 5 µM; 0.81% of 360,000 active; AID 651636, 2012; in the data active = inhibition above about 38%;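 also: enzyme fragment complementation signal reports receptor beta-arrestin coupling in cells; 0% = agonist plus DMSO wells and 100% = wells without agonist; some results beyond the cut were filed as inactive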
ATG4B inh: ATG4B protease inhibitors, primary screen, biochemical, fluorescence, uHTS; ATG4B cleavage of LC3-PLA2, NBD-HPC fluorescence, 1 h; 0.51% of 340,000 active; AID 504462, 2011; Cysteine protease ATG4B (Homo sapiens), Q9Y4P1; inhibition, % at 8.33 µM; in the data active = inhibition above about 40%
Gli-Sufu antag: Gli-Sufu pathway antagonists, primary screen, luciferase luminescence, Sufu-KO-LIGHT cells, uHTS; AID 588413, 2011; 0.74% of 340,000 active; inhibition, % at 5 µM; Sufu-KO-LIGHT fibroblasts, Gli luciferase reporter luminescence;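 active = inhibition above about 55%, limit read from the data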;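 also: 0% = DMSO-treated cells and 100% = wells with medium but no cells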
APJ antagonist: antagonists of human apelin receptor APJ, primary screen, CHO-K1 cells, beta-arrestin complementation, luminescence; inhibition, % at 20 µM; 0.32% of 330,000 active;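 active = inhibition above about 40% at 20 µM, limit read from the data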;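 also: cells challenged with 10 nM apelin-13 agonist together with compound; plate controls were apelin-13 plus DMSO wells for no effect and DMSO wells lacking apelin-13 for full effect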
CXCR6 inh: CXCR6 receptor inhibitors, primary screen, cell-based, beta-arrestin, luminescence, CHO-K1 PathHunter, 1536-well; AID 602244, 2012; inhibition, % at 20 µM; 0.36% of 360,000 active; in the data active = inhibition above about 34%, passing the limit was not always enough;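 also: antagonist mode with CXCL16 agonist at 10 nM final; 0% = 10 nM CXCL16 with DMSO and 100% = unstimulated wells without agonist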
Target sequence (O00574 whole entry, looked up): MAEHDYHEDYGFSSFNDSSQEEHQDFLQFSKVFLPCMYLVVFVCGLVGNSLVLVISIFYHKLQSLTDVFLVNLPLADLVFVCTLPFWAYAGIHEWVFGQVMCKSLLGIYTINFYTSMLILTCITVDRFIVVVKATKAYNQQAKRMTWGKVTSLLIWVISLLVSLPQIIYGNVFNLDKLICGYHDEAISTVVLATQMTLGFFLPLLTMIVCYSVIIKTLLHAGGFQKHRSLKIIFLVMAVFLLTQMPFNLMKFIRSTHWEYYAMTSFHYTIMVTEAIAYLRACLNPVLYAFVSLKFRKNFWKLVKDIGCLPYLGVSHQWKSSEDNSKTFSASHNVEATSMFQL
* marks the source's active call; other numbers are inactive results; / = not tested or not shown. Random draw from the library, and some 3% of all compounds hit somewhere here.

mol,UBC13 polyUb,APJ ag,EBI2 block,CCR6 antag,Gli-Sufu antag,APJ antagonist,CXCR6 inh,ATG4B inh
C=CCSc1nc2ccccc2c(=O)n1C1CCOC(C)(C)C1 (stereo unspecified),-15,-7,0,14,-6,-1,-7,16
CC(C)(C)OC(=O)C[C@H]1C/C=C\C[C@@H](CC(=O)N(CCO)Cc2ccccc2)C(=O)N[C@H](Cc2ccccc2)COC1=O,10,-6,10,21,14,12,28,-7
O=C(O)c1cn(Cc2ccccc2Cl)c2ccc(S(=O)(=O)N3CCOCC3)cc2c1=O,-9,-3,-2,1,6,-12,9,-7
Cc1ccc(C)c(N2CN(Cc3cccnc3)CNC2=S)c1,-2,-2,-6,-16,0,-15,-2,-4
Cc1noc(NS(=O)(=O)c2ccc(NC(=O)c3oc4ccc(Cl)cc4c3C)cc2)c1C,-19,1,-9,18,-4,-3,11,7
CCSCCOC(=O)C1=C(C)NC(=O)NC1c1ccc2c(c1)OCO2 (stereo unspecified),4,-4,-5,7,8,17,5,-7
O=C(Cn1[nH]c(=O)c2ccccc2c1=O)NC1CCCCCC1,-4,3,0,5,-19,23,-2,3
CC#CCN(CC#CC)S(=O)(=O)c1ccc(S(=O)(=O)N2CCOCC2)cc1,-8,-4,-8,10,-5,9,-3,-5
Cc1cc2c(cc1C)NC1=C(N2)OC(c2cccc(O)c2)C1=O (stereo unspecified),2,-3,7,6,34,3,6,0
O=C(Cn1cc(Cl)ccc1=O)c1ccc(Cl)cc1,4,-3,1,13,-8,17,-8,1
O=C(O)CSc1nc2sc3c(c2c(=O)n1-c1ccccc1)CCC3,10,0,-11,4,-4,25,4,5
COc1cc(OC)cc(C(=O)Nc2ccccc2-c2nnn(CC(N)=O)n2)c1,7,-2,-3,4,-1,16,-4,-16
COc1ccc(S(=O)(=O)N(C)c2ccc(C(=O)N3CCOCC3)cc2)cc1,-5,-1,7,32,-3,15,5,-8
CCN1C(=O)c2ccc(C(=O)NCc3ccc4c(c3)OCO4)cc2C1=O,2,0,8,-6,1,1,-3,-3
COc1ccc(N2CCN(C(=O)CSc3nnc(COc4cccc5cccnc45)o3)CC2)cc1,-1,4,-2,0,6,12,-4,-20
Nc1ncnc2nc(SCCN3CCCCC3)[nH]c12,9,-3,-8,-6,-3,-1,-11,-3
Cc1ccc(C)c(N2CCN(C(=O)Nc3ccc4c(c3)N(C)C(=O)CS4)CC2)c1,-1,1,12,11,49,-3,-4,-11
O=C(CN(C(=O)C1CSC(=O)C1)c1ccccc1F)NCc1ccc2c(c1)OCO2 (stereo unspecified),2,-4,4,-7,-2,11,4,13
COc1ccc(S(=O)(=O)N2CCCC(C(=O)NCc3ccc4c(c3)OCO4)C2)cc1 (stereo unspecified),11,-3,4,10,-4,-15,-8,-7
Cc1ccc(CNc2ccc(CNc3ncn[nH]3)cc2)cc1,8,-4,3,4,-15,33,-6,-15
COC(=O)c1c(C)oc(C)c1S(=O)(=O)NCc1ccco1,4,0,-2,9,6,7,-5,-9
O=C(COc1ccc(/C=N/NC(=O)C(=O)N2CCCCCC2)cc1)Nc1ccccc1Cl,/,/,12,15,-1,/,0,-10
CN(CCO)S(=O)(=O)c1ccc2c(c1)C(=NO)c1cc(S(=O)(=O)N(C)CCO)ccc1-2,-1,-4,-5,6,-6,0,6,-12
OCc1ccc2c(c1)c(-c1ccc3c(c1)OCCO3)c(-c1ccccc1)n2-c1ccccc1,21,-2,-8,15,-5,15,9,9
CC1CCCCC12NC(=O)N(CC(=O)N(C)Cc1nc3ccccc3c(=O)[nH]1)C2=O (stereo unspecified),3,1,-3,12,1,26,-4,10

(further entries)
mol,UBC13 polyUb,APJ ag,EBI2 block,CCR6 antag,Gli-Sufu antag,APJ antagonist,CXCR6 inh,ATG4B inh
O=C(NCCc1nnc2ccc(SCC(=O)N3CCOCC3)nn12)c1ccccc1,-1,0,-12,3,5,-1,4,-2
CN(CC(=O)Nc1ccccc1C(F)(F)F)C(=O)Cn1c(=O)oc2ccccc21,0,-1,-6,-2,1,-20,-4,-16
Cc1ccc(C)c(NC(=S)NNC(=O)c2csc(C)c2C)c1,0,-5,-13,23,-16,22,7,25
COc1ccc(NC(=O)C2CCCN2C(=O)NC2CCCCC2)c(OC)c1 (stereo unspecified),4,0,3,6,-13,1,0,-4
COCCn1c(COc2ccc(C)cc2)nc2ccccc21,10,-4,5,25,13,11,10,-12
O=C(NC(=O)N1CCCCC1)c1ccccc1,-2,-2,2,0,5,-3,3,3
Cc1ccc(N2CC(C(=O)Nc3ccc(S(=O)(=O)N4CCOCC4)cc3)CC2=O)cc1Cl (stereo unspecified),-1,14,35,13,10,3,-3,-7
CCc1ccc2[nH]c(O)c(N=NC3=NC(=O)CS3)c2c1,-12,-3,-35,26,2,7,10,-3
O=C(CS(=O)(=O)c1cn(CC(=O)N2CCOCC2)c2ccccc12)Nc1ccccc1F,-1,-1,5,15,9,-3,-8,8
COc1ccc([C@H]2CC(=O)C=C(c3cc(F)ccc3OC)C2)cc1,15,-5,19,17,2,11,5,-3
O=C(NNc1c(F)c(F)cc(F)c1F)c1ccc(Cl)nc1,-1,0,2,1,14,-6,8,2
c1ccc(N2N=C(c3cccs3)CC2c2ccco2)cc1 (stereo unspecified),10,-5,0,-15,-6,-19,-2,5
Cc1cccc(-n2ncc3c(N)ncnc32)c1,12,2,3,-7,-20,20,0,-9
O=C(CSc1ccccc1)Nc1ccncc1,-1,-3,3,5,1,-8,-11,-4
CS(=O)(=O)c1ccc(C(=O)NC2CCCc3ccccc32)cc1 (stereo unspecified),-2,-3,-9,0,-10,-19,3,4
CCn1cnc2c1c(=O)n(CC(=O)OC)c(=O)n2Cc1ccccc1,6,-1,-4,-4,-5,12,0,-4
CC(CNC(=O)CCCn1ncn2c(cc3occc32)c1=O)c1ccccc1 (stereo unspecified),-4,-4,1,9,-22,4,7,-12
O=Cc1sc(=O)n(Cc2cccc(C(=O)O)c2)c1Cl,8,-4,-5,-3,1,-3,-8,10
CCOC(=O)C(NC(=O)c1ccccc1Cl)(Nc1sc2c(c1C(N)=O)CCC2)C(F)(F)F (stereo unspecified),/,/,3,15,4,/,11,-10
COc1ccc2cc(C#N)c(NC(C)C)nc2c1,9,-3,4,5,0,2,-5,-5
COc1ccc(N=Cc2cc3c(cc2O)OC(N)=C(C#N)C3c2ccccc2)cc1 (stereo unspecified),-7,-1,9,8,3,-9,-9,4
CC(=O)CSc1ccc(-c2nc3ccccc3[nH]2)cn1,-14,-2,10,-6,-102,-10,-11,-5
Cc1cc2cc(CNC(=S)Nc3ccc(OC(F)F)cc3)ccc2[nH]1,14,8,3,-1,-19,-8,-9,-4
Cc1ccccc1NC(=O)NCc1ccco1,3,3,-5,6,-7,4,5,-1
Cc1cccc(C(=O)NC(=S)Nc2ccc(S(=O)(=O)N3CCN(C)CC3)cc2)c1,2,-4,12,33,-1,10,14,1

(next part)
mol,UBC13 polyUb,APJ ag,EBI2 block,CCR6 antag,Gli-Sufu antag,APJ antagonist,CXCR6 inh,ATG4B inh
Cc1cc(=O)oc(C)c1C(=O)NCC1CCCO1 (stereo unspecified),-4,-4,-1,-1,6,10,-1,1
COCCCN(CCCN)Cc1ccco1,-3,-3,-7,7,18,-4,1,-5
O=C(CN1C(=O)C2CCCCC2C1=O)Nc1nc2ccc(F)cc2s1 (stereo unspecified),3,-5,-3,4,0,-5,9,-2
CCOc1ccc(-c2nnc(NC3=NCCCCC3)o2)cc1,7,-2,-3,0,36,0,3,2
Cc1ccc(NC(=O)CSc2nnc3ccccn23)cc1,8,-2,-14,-6,-16,1,6,-18
CC1CCC(NC(=O)Cn2cnc3sccc3c2=O)CC1 (stereo unspecified),-2,-1,-7,1,4,-1,1,-8
CC(C)(C)NC(=O)c1cc(-c2ccccc2)n[nH]1,6,4,11,2,-3,7,-4,5
CC(/C=N/n1c(COc2ccccc2)n[nH]c1=S)=C\c1ccccc1,-11,0,2,12,5,22,14,19
Cc1ccc2c(n1)sc1c(-c3ccc(Br)cc3)c(C#N)c(N)nc12,12,18,18,8,4,-41,8,-4
O=C(Nc1ccn(Cc2ccccc2F)n1)c1ccc(COc2ccc(Cl)cc2Cl)o1,7,1,11,3,-19,-17,2,23
CCOC(=O)c1ccc2c(c1)n(CC)c(C)[n+]2CC,-3,-2,-6,12,-4,-5,4,2
O=C(NC1(C(F)(F)F)NC(=O)N(Cc2cccnc2)C1=O)c1ccccc1Cl (stereo unspecified),2,-2,-6,6,4,-6,-1,-9
COc1ccc(CCNC(=O)Cn2c(=O)oc3cc(Cl)ccc32)cc1OC,-3,3,2,8,0,-13,7,1
CN(CC(=O)Nc1ccc(Cl)c(Cl)c1)C(=O)CNC(=O)C1CCCCC1,4,-2,-8,12,-20,-1,-3,-8
N#CCN1C(=O)C(=O)N(Cc2cccc(C(F)(F)F)c2)C1=O,-11,-1,-1,-3,26,-14,-5,12
CCn1c(SCC(=O)N2CCN(c3ccccc3)CC2)nc2c(c1=O)SC(C)C2 (stereo unspecified),-6,-4,0,0,12,13,-8,-9
Cn1nc(C(=O)OCC(=O)c2ccc(Br)cc2)c2ccccc2c1=O,-10,-4,5,10,-11,13,10,0
Cc1ccc(C(=O)OCc2nc(N)nc(Nc3ccccc3C)n2)cc1,5,1,-6,4,-3,-3,5,-9
CCn1c(=O)c2cc(S(=O)(=O)NCCOc3ccccc3)ccc2n(CC)c1=O,-4,-2,-3,11,4,29,-5,-4
O=C(Cc1ccccc1F)NC1CCCc2ccccc21 (stereo unspecified),2,-4,-2,13,16,-10,8,4
COc1ccc(-n2cnc(=S)[nH]c2=S)cc1,/,/,8,19,0,/,7,-4
COc1cccc(NC(=O)Cn2nnc(C(=O)NCCc3ccccc3)c2N)c1,6,-1,-5,10,-9,14,1,7
S=C(NC1CC1)N1CCN(c2ccc(Cl)cc2)CC1,4,-2,-4,-8,0,1,3,1
Cc1ccc(-c2nn3c(C)nnc3c3ccccc23)cc1S(=O)(=O)NCc1ccccc1,7,3,23,0,25,11,-1,-16
COc1ccc(-c2nnc(NC(=O)CS(=O)(=O)c3ccc(F)cc3)o2)c(OC)c1,-11,-3,-9,10,2,-4,-3,2

The list continues:
mol,UBC13 polyUb,APJ ag,EBI2 block,CCR6 antag,Gli-Sufu antag,APJ antagonist,CXCR6 inh,ATG4B inh
COc1ccc(Oc2cnn(-c3ccccc3)c(=O)c2Br)cc1,18,2,8,18,-19,6,0,-14
O=C(/C=C/c1ccccc1)CC(O)(c1ccccc1)C(F)(F)F (stereo unspecified),12,1,-5,18,-5,0,12,-6
O=C(c1ccc(C(=O)N2CCOCC2)s1)N1CCOCC1,0,-2,0,1,-9,-3,2,-2
CCc1nc(Nc2ccc3c(c2)OCCO3)c2oc3ccccc3c2n1,13,-1,3,-17,2,-3,-1,1
COc1ccc(OC)c(CCNC(=O)C2CCN(c3nnc(-n4cccc4)s3)CC2)c1,0,-3,6,7,15,-57,8,-7

Three compounds already listed, ordered by the number in EBI2 block, highest first.
SMILES | UBC13 polyUb | APJ ag | EBI2 block | CCR6 antag | APJ antagonist | CXCR6 inh | ATG4B inh
COc1ccc(OC)c(CCNC(=O)C2CCN(c3nnc(-n4cccc4)s3)CC2)c1 | 0 | -3 | 6 | 7 | -57 | 8 | -7
CCc1nc(Nc2ccc3c(c2)OCCO3)c2oc3ccccc3c2n1 | 13 | -1 | 3 | -17 | -3 | -1 | 1
O=C(c1ccc(C(=O)N2CCOCC2)s1)N1CCOCC1 | 0 | -2 | 0 | 1 | -3 | 2 | -2
